High-throughput results deposited in PubChem by National Center for Advancing Translational Sciences (NCATS).
N370S GC mod = qHTS Assay for Inhibitors and Activators of N370S glucocerebrosidase as a Potential Chaperone Treatment of Gaucher Disease; Potency, µM (top dose mostly 59.4 µM), for inactives: at the top dose activity change, negative = inhibition, hits mostly inhibitors; N370S GC spleen homogenate, 4MU-glucoside fluorescence; Lysosomal acid glucosylceramidase (Homo sapiens), P04062; 330,000 tested, 0.092% active; AID 2101, 2009;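 further: 0% = full enzyme activity and -100% = no enzyme basal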
TDP1 inh = qHTS Assay for Inhibitors of Tyrosyl-DNA Phosphodiesterase (TDP1) | Tyrosyl-DNA phosphodiesterase 1 (Homo sapiens), Q9NUW8 | recombinant TDP1, AlphaScreen DNA substrate cleavage | Potency, µM (highest dose often 130 µM), for the others: at the top dose activity change, negative = inhibition, actives largely listed as inhibitors | 350,000 tested, 0.28% active; further: nearly all actives have a fitted effect of over 40% in size
Target sequence (Q9NUW8 whole entry, looked up): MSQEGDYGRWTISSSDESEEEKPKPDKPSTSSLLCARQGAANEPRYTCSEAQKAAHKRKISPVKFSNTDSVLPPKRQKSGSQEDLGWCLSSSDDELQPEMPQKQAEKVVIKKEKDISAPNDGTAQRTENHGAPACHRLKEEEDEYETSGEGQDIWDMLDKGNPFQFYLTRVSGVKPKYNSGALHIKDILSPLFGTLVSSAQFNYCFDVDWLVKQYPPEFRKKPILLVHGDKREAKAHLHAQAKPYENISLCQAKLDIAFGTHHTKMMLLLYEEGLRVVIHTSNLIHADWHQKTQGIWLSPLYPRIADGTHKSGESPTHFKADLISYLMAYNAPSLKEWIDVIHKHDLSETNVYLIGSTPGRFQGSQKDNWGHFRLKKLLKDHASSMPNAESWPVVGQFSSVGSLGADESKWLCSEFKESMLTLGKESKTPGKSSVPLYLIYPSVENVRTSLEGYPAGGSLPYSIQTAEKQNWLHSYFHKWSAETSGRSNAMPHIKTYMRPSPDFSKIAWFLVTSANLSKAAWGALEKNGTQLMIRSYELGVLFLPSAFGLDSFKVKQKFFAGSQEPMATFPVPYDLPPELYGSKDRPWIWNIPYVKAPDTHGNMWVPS
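Recombinant E. coli-expressed Tdp1 (1 nM) preincubated with compound 15 min at RT, then 5'-biotin/3'-phosphotyrosine-FITC DNA substrate (15 nM) added for 5 min. AlphaScreen beads (10 ug/ml) added, 10 min RT; tyrosine-FITC cleavage read as signal loss.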
FEN1 inh = qHTS Assay for the Inhibitors of Human Flap endonuclease 1 (FEN1) | 390,000 tested, 0.35% active | P39748 | Recombinant FEN1 flap cleavage, fluorescence, 15 min | AID 588795, 2011 | Potency, µM (doses to about 114 µM), for inactives: at the top dose activity change, negative = inhibition, usual class: inhibitors; further: nearly all actives have a fitted effect of over 65% in size
Target sequence (P39748 whole entry, looked up): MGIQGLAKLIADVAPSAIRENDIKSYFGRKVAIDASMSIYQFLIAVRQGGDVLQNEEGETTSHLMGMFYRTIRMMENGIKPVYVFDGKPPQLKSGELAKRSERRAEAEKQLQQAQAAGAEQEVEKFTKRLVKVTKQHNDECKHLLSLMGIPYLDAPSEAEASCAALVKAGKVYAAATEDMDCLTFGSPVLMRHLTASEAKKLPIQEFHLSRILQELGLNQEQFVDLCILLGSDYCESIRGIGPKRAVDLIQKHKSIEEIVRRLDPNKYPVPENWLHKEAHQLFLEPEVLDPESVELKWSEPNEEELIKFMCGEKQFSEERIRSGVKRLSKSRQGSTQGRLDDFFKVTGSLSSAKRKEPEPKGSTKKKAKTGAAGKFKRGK
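Nuclease activity of 10 nM FEN1 was measured after 15 min of room-temperature exposure to titrated compounds, by adding 50 nM flap substrate and reading plates at 0 and 15 min.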
An asterisk follows results filed as active; u = inconclusive; x = not tested or not shown; & = joins results of further samples; [ ] = dose if it differs, or a comment. The call rests on the fitted dose curve; in most records, active means well fitted curve in the direction sought with a large enough effect; inconclusive means small, poorly fitted or top-dose-only effect, or another doubt; inactive means no such curve, though single readings can be large; an effect the other way counts as inactive or inconclusive. Unless noted, on the % scale 0 is the no-effect control and ±100 the full control effect; potency means the concentration at half of the fitted maximal effect. Compounds as they come (roughly 0.53% active in at least one column).

Molecule | N370S GC mod | TDP1 inh | FEN1 inh
S=C1NCCc2ccccc2C1c1ccccc1Cl (stereo not given) | -2.3% | 13.5%[56.1 µM] | -0.6%
Nc1cc(Nc2ccc(Br)cc2)nc(N)n1 | -13.8% | 6.8% | -2.5%
COc1ccc(S(=O)(=O)N(C)CC(=O)NC2CCCC2)cc1OC | -0.9% | 1.8% | 11.5%
CCc1ccccc1NC(=S)NCc1cccn1C | 1.1% | 8.2% | -4.2%
CCOC(=O)c1c(-c2ccc(-c3ccccc3)cc2)csc1NC(=O)CCN1CCOCC1 | x | 2.6% | -7.6%
Cc1ccc(Cn2c(C)c3cnn(CC(=O)NCCc4ccc(Cl)cc4)c(=O)c3c2C)cc1 | x | 0.0% | -20.1%
COc1ccccc1CC(=O)NC1CC(C)(C)NC(C)(C)C1 | 10.5% | -3.9% | 12.1%
CCC(C)NC(=O)c1ccccc1NC(=O)C1CCN(S(=O)(=O)Cc2ccccc2)CC1 (stereo not given) | x | 2.9% | -6.0%
CCN(CC(=O)NCc1cccs1)C(=O)c1ccc(NS(=O)(=O)c2ccc(C(C)=O)cc2)cc1 | -2.5% | 2.1%[0.505 µM] | -17.3%
COc1cc2c(cc1OC)C(COc1ccc(F)cc1)N(C(=O)c1cccc(F)c1)CC2 (stereo not given) | x | 10.4% | -14.0%
CCOCCCNC(=S)N1CCN(C(=O)C(=O)Nc2ccc(C(=O)OC)cc2)CC1 | 3.0% | 2.8% | -2.9%
CCOC(=O)Nc1sc(NS(=O)(=O)c2ccccc2)nc1C | 6.9% | 0.0% | 7.2%
O=C(O)C1CCCC2CN3CCc4c([nH]c5ccccc45)C3C(O)C21 (stereo not given) | -9.8% | 4.6% | 0.0%
C(=C\c1ccco1)/C1=NN(c2ccccc2)C(c2ccco2)C1 (stereo not given) | u | u | -9.7%
CCC(C)N(C(=O)CSc1nc(-c2ccccc2)cs1)C1CCS(=O)(=O)C1 (stereo not given) | 15.5% | 6.6% | 0.0%
COC(=O)c1ccc(NC(=O)CN2CCC(NC(=O)c3ccco3)CC2)cc1 | -19.2% | -1.2% | -15.3%
O=C(Nc1cccc2c1CCCC2)C1CCCN(S(=O)(=O)c2cccc3nonc23)C1 (stereo not given) | -4.1% | 2.0% | 0.1%
Cc1ccc(CNC(=O)CCCn2c(=O)c3ccccc3n(Cc3ccccc3C)c2=O)cc1 | x | 5.0% | -4.1%
COc1ccc(/C=C2/C(=N)N3N=C(CC(=O)N4CCCC4)SC3=NC2=O)cc1 | -0.4% | 6.2% | -0.9%
CC(=O)Nc1ccn(C2OC(C(COC(C)=O)NC(=O)C(COCc3ccccc3)NC(=O)OC(C)(C)C)C(OC(C)=O)C2OC(C)=O)c(=O)n1 (stereo not given) | 5.9% | 4.4% | 3.7%

Next part, overlapping the part above by 4 compounds.
Molecule | N370S GC mod | TDP1 inh | FEN1 inh
O=C(Nc1cccc2c1CCCC2)C1CCCN(S(=O)(=O)c2cccc3nonc23)C1 (stereo not given) | -4.1% | 2.0% | 0.1%
Cc1ccc(CNC(=O)CCCn2c(=O)c3ccccc3n(Cc3ccccc3C)c2=O)cc1 | x | 5.0% | -4.1%
COc1ccc(/C=C2/C(=N)N3N=C(CC(=O)N4CCCC4)SC3=NC2=O)cc1 | -0.4% | 6.2% | -0.9%
CC(=O)Nc1ccn(C2OC(C(COC(C)=O)NC(=O)C(COCc3ccccc3)NC(=O)OC(C)(C)C)C(OC(C)=O)C2OC(C)=O)c(=O)n1 (stereo not given) | 5.9% | 4.4% | 3.7%
Cn1c(CNC(=O)c2ccccc2F)nnc1SCc1ccc(Cl)cc1 | 5.4% | 2.6% | 1.5%
CC1(C)CC(=O)C2=C(C1)N1C(=C(C#N)C2c2ccccc2Cl)N=C(N)c2ccccc21 (stereo not given) | u | 5.3% | -18.0%
Cc1cccc(C2=NC(C(F)(F)F)(C(F)(F)F)c3c(n(-c4ccc(F)cc4)c(=O)[nH]c3=O)N2)c1 | 10.3% | 2.2% | -3.9%
Cc1ccc(S(=O)(=O)NCCC(=O)Nc2ccc(Cl)c(Cl)c2)cc1 | -5.2% | 4.2% | -15.3%
CC(C)c1cc(=O)n2[nH]c(SCc3ccccc3Cl)nc2n1 | 13.4% | x | -0.7%
COc1cc2cc(CNc3ccc(C)cc3)c(=O)n(CC(=O)Nc3ccc(C(C)C)cc3)c2cc1OC | x | 5.6% | 13.1%
COc1cc(C2C3C(=O)N(c4ccccc4)C(=O)C3ON2c2ccccc2)cc(OC)c1OC (stereo not given) | -2.7% | 4.9% | -3.1%
Cc1nc2ccccc2n1CCc1nc2c3ccccc3nc(SCC(=O)Nc3ccc(Br)cc3F)n2n1 | x | 6.4% | -3.0%
Cc1c(O)ccc2c(CC(=O)N[C@@H](Cc3ccc(O)cc3)C(=O)O)cc(=O)oc12 | u | x | 16.8%
O=C(NC1CC2CCCC(C1)N2S(=O)(=O)c1ccccc1)C1CCCCC1 (stereo not given) | -7.3% | 2.9% | 10.4%
COc1ccc(N=Cc2c(O)c3ccccc3n2C(C)=O)cc1 | -0.8% | x | -15.4%
Cc1c(Cl)cccc1N1CC(C)(C)C1=O | -6.5% | -1.6% | 3.3%
CCOC(=O)N1CCN(CC(O)COC2CC(C)CCC2C(C)C)CC1 (stereo not given) | -9.2% | -6.8% | 4.3%
O=[N+]([O-])c1ccc2[nH]c(O)c(N=NC(=S)Nc3cccnc3)c2c1 | 2.9% | x | u
CS(=O)(=O)N1CCN(C(=O)c2ccccc2F)CC1 | 5.3% | 0.0% | -0.4%
CCOC(=O)C1=C(Cc2ccc(OC)cc2)C(=O)c2ccccc2C1=O | 19.8% | 10.7% | u
CC(NC(=O)COC(=O)C1CC1C)c1ccccc1 (stereo not given) | x | -0.1% | -0.3%
CCN(CC)S(=O)(=O)c1ccc(O)c(C(=O)OCC(=O)N(C)Cc2ccccc2)c1 | -17.5% | 2.1% | -4.7%
O=C(OCCN1C(=O)c2ccccc2C1=O)c1ccco1 | -0.2% | 0.0% | 4.2%
CCOC(=O)Cc1csc(NC(=O)Cn2cnc3c2c(=O)n(C)c(=O)n3C)n1 | 5.0% | -7.7% | -1.3%
CC1OC(Nc2ccc(OC(F)(F)F)cc2)C(O)C(O)C1O (stereo not given) | -1.7% | 0.0% | -12.3%
Cc1cccc(N2C(=O)N3[C@@H]4c5ccccc5OC[C@@H]4[C@@H](c4ccccc4)[C@]3(C)C2=O)c1 | -3.4% | x | -17.8%
Cc1ccc(NC(=O)C2CC(=O)NC(N3CCc4ccccc43)=N2)cc1 (stereo not given) | -7.8% | 0.0% | 0.5%
COc1ccc(NC(=O)CC2CC3CCC2C3)cc1S(=O)(=O)N1CCOCC1 (stereo not given) | x | 0.3% | 0.2%
O=C(NCC1CCN(Cc2ccccc2F)CC1)Nc1cccc(Br)c1 | -8.2% | x | -7.2%
NNC(=O)c1ccc(COc2cccc3ccccc23)o1 | 1.5% | 6.8% | 13.4%
CCOC(=O)c1ccc(NC(=O)CN2C(=O)NC3(CCCCCCC3)C2=O)cc1 | x | 1.9% | -13.3%
CCC[C@@H]1C[C@@H](C(=O)N[C@H]([C@@H](C)O)[C@H]2O[C@H](SC)[C@H](O)[C@@H](O)C2O)N(C)C1 (stereo not given in full) | 10.6% | -2.7% | -32.3%
COc1cc(-c2nnc(COC(=O)c3ccc(C)o3)o2)cc(OC)c1OC | x | 20µM* | 0.4%
O=C(COC(=O)/C=C/c1cccc(Cl)c1)NC(=O)NCc1ccccc1 | x | 2.2% | 0.4%
COc1ccc(Br)cc1Cn1nnc(C(=O)Nc2ccc3c(c2)OCCO3)c1N | 3.5% | -2.2% | -5.5%
COc1cc(NC(=O)CCc2c(C)nn(-c3ccc4nncn4n3)c2C)cc(OC)c1OC | x | 0.0% | 6.9%
O=C(N/N=C/C(Cl)=C/c1ccccc1)c1ccco1 | -1.0% | 0.0% | 8.9%
COc1ccc(S(=O)(=O)NCc2ccccn2)cc1NC(=O)c1ccccc1F | 3.3% | 6.3% | -13.1%
Cc1cccc(C2=NN(c3ccccc3)[C@H](CO)[C@H]2c2ccccc2)c1 | u | -16.5%[56.1 µM] | -7.4%
CN(C)S(=O)(=O)c1ccc(NC(=O)C2CC(=O)N(Cc3ccccc3Cl)C2)cc1 (stereo not given) | -25.8% | -6.3%[0.505 µM] | -0.5%
O=C(/C=C/c1ccccn1)c1ccc(Br)cc1O | u | 2.7% | -10.3%
CCc1cccc(NC(=O)c2cc3c(=O)[nH]c4ccccc4c3n2C)c1 | x | 7.0% | 2.8%
COc1ccccc1C(=O)NCC(=O)N/N=C/c1cccc(Cl)c1 | -3.4% | 6.1% | 6.4%
CCOc1ccc(C2C(C(=O)Nc3ccc(OC)cc3)=C(C)Nc3nc(CCCO)nn32)cc1 (stereo not given) | x | 7.0% | -1.9%
Cc1ccc(-c2nc(CS(=O)(=O)CC(=O)N3CCc4ccccc4C3)c(C)o2)cc1 | 15.8% | 4.3% | 5.9%
CCCCCCN(C(=O)CCCCCN1C(=O)NC(c2ccc(-c3ccccc3)cc2)C(C(=O)OCc2ccccc2)=C1C)C(C(=O)NCCCC)c1ccccc1 (stereo not given) | -11.6%&1.7% | 2.4%&5.1% | x
CS(=O)(=O)N(CC(=O)Nc1cccc(F)c1)Cc1ccccc1 | 3.4% | 0.0% | -7.6%
COCCNC(=O)c1c[nH]c2ccc(S(=O)(=O)N(C)c3ccc(C)c(C)c3)cc2c1=O | -9.7% | x | 12.0%
O=C1/C(=C2/NCCN2C2CC(=O)N(c3ccccc3)C2=O)CC/C1=C\c1ccccc1 (stereo not given) | -16.9% | -1.3% | 7.3%
CC#CCN1c2ccccc2[C@]23C[C@@H](C(=O)OC)N(C(=O)C4CCC4)C2=NC(C(=O)OC)=C(C(=O)OC)[C@H]13 | 7.6%[12.8 µM] | 17.9%[12.3 µM] | -23.1%
Cc1ccccc1C(=O)NNC(=O)C12CC3CC(CC(C3)C1)C2 | 0.2% | -2.5% | 1.7%
O=C(NC1CCCCC1)c1n[nH]c2c1CCCCC2 | -15.8% | 1.0% | 3.2%
CCCCNc1c(-c2ccc(-c3cccc(Cl)c3)cc2)nc2ccccn12 | -12.7% | 5.1% | u
COc1cc(OC)c2c(=O)c(O)c(-c3ccc(OC)c(OC)c3)oc2c1 | -7.5% | 9.9% | x

(list continues)
Molecule | N370S GC mod | TDP1 inh | FEN1 inh
Cn1nc(C(=O)NC2CCCCC2)c2c1-c1ccccc1SC2 | 1.8% | x | -1.2%
COc1ccccc1NC(=S)NC(=O)CCCOc1ccc(Cl)cc1Cl | 4.2% | 1.4% | -10.8%
CC(=O)c1ccc(NC(=O)CN(C)S(=O)(=O)c2cnc[nH]2)cc1 | x | -10.1% | -11.4%
O=C(CN1C(=O)C2CCCCN2c2ccc(C(=O)N3CCCC3)cc21)NCc1cccc(Cl)c1 (stereo not given) | x | 1.8% | 2.7%
COC(=O)CNc1nc(-c2ccncc2)nc2ccccc12 | 16.2% | 4.0% | -3.1%
O=C(CN(CC1CCCO1)C(=O)CNS(=O)(=O)c1ccccc1)NCCc1ccccc1 (stereo not given) | -4.9% | 0.8%[0.0935 µM] | -2.5%
O=C(Oc1ccccc1O)c1cccc2ccccc12 | 2.7% | 0.0% | x
CCOC(=O)CC1(NC(=O)C2CCC(=O)N(Cc3ccccc3OC)C2)CCCCC1 (stereo not given) | 0.2% | 3.7% | 5.4%
C=CCn1c(COc2ccccc2F)nnc1SCC(=O)c1c[nH]c2ccccc12 | 3.5% | 5.4% | 14.8%
CCN(CC)S(=O)(=O)c1ccc(NC2c3ccccc3C(=O)N2c2ccc(C)cn2)cc1 (stereo not given) | -2.4% | 0.0% | -24.2%
O=C(NNC(=O)c1cccs1)c1ccncc1 | 5.1% | 4.9% | -3.6%
CCOc1ccc(CCNC(=O)CCc2c(C)nc3c(-c4ccccc4)c(C)nn3c2C)cc1OCC | x | -2.3% | 11.9%
Cc1ccc(S(=O)(=O)Cn2nnnc2C(CC(C)C)N2CCN(c3ccc(F)cc3)CC2)cc1 (stereo not given) | -9.3% | 2.3% | -2.5%
CCOC(=O)/C(N)=C/c1ncc(C(F)(F)F)cc1Cl | -0.5% | 4.2% | -0.4%
O=S(O)S(=O)(=O)O | -2.7% | -6.9% | x
S=c1[nH]nc(-c2ccccc2)n1/N=C/c1cccs1 | 5.0% | 2.6% | 15.7%
CC(=O)Nc1ccc(Sc2ccccc2C(=O)O)cn1 | 4.3% | x | -13.2%
CCOc1ccc(NC(=O)CSc2nnc(CNC(=O)C34CC5CC(CC(C5)C3)C4)n2CC)cc1 | x | 3.5% | 0.9%
